Assay outcomes deposited in PubChem BioAssay by National Center for Advancing Translational Sciences (NCATS).
LMNA splice mod: changes lamin A minigene splicing in HeLa cells; hit rate 0.01% among 200,000; Potency, µM (highest dose often 46.1 µM), inactives show at the highest dose ratio change, negative = inhibition, usual class: inhibitors; HeLa LMNA splicing GFP/RFP minigene ratio, 48 h; AID 1487; active = well fitted inhibition curve with a large enough effect in the signal ratio, with a control signal flat, not every such curve was filed as active; inconclusive = small, poorly fitted or top-dose-only effect, or effect the other way, or a change in a side signal; the % refers to the signal ratio; also: potency is read from the fitted curve at half-maximal effect; % is scaled to controls: 0 for no effect and ±100 for the full control effect
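S3 HeLa cells stably expressing lamin A-EGFP splicing minigene plus DsRed2, 600 cells/well, 48 h compound exposure at 37C. Laser-scanning cytometry; analysed as GFP (500-530 nm)/RFP (575-640 nm) total intensity ratio; 0.5% DMSO vehicle.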
Epigenetic derep: derepresses silenced GFP reporter in murine cells; murine LDR cells, GFP reporter derepression, 30 h; Potency, µM (titrated, usually from 53.9 µM), without a hit: at the top dose GFP activation, hits mostly activators; hit rate 0.2% among 280,000; AID 1865; also: potency is read from the fitted curve at half-maximal effect; % of control where 0% means no effect; nearly all actives have a fitted effect of over 60% in size
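Reporter derepression read as number of fluorescent GFP-positive objects, 20-120 um in size, counted by laser-scanning cytometer. Mouse LDR line with an epigenetically silenced CMV-GFP locus; compound incubation 30 h, 37 C.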
CBFb RUNX1 block: CBF-beta/RUNX1 interaction disruption; Q01196+Q13951; AlphaScreen CBFb-His/RUNX1-biotin binding, biochemical; Potency, µM (doses to about 59.8 µM), without a hit: top-dose activity, negative = inhibition, usual class: inhibitors; 230,000 tested, under 10 active; AID 1477; also: % of control where 0% means no effect
Target sequence (Q01196 whole entry, looked up): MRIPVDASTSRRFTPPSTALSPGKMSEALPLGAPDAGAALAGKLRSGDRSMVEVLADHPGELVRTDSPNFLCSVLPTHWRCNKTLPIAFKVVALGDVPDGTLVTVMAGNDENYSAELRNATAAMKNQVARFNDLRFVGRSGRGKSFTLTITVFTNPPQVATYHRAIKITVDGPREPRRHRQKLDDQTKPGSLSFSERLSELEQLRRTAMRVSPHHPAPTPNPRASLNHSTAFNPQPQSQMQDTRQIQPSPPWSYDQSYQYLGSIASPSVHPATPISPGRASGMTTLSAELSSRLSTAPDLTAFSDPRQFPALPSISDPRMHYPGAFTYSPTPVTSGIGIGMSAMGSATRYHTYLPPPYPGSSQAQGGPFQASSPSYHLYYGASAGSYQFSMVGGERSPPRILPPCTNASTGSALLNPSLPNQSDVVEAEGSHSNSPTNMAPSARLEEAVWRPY
Target sequence (Q13951 whole entry, looked up): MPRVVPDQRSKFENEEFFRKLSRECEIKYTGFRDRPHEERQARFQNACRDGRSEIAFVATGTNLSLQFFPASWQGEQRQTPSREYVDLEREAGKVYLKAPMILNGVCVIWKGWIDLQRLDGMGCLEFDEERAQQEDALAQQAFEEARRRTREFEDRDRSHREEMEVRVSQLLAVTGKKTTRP
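Compounds were screened at multiple concentrations against a preformed CBF-beta(His)/RUNX1(biotin) complex (30 nM of each) for 15 min at room temperature, followed by 90 min with nickel and streptavidin beads and AlphaScreen reading.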
KinaseGlo FLuc: counter-screen: inhibitors of Kinase-Glo firefly luciferase | Q27757 | Kinase-Glo luciferase, ATP luminescence, 8 min | Potency, µM (top dose mostly 38.3 µM), for the others: top-dose activity change, negative = inhibition, hits mostly inhibitors | hit rate 0.28% among 200,000 | AID 1379; also: potency is read from the fitted curve at half-maximal effect; % is scaled to controls: 0 for no effect and ±100 for the full control effect; nearly all actives have a fitted effect of over 60% in size
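Light output from Kinase-Glo luciferase with luciferin and 10 uM ATP in 50 mM imidazole pH 7.2, KCl, MgCl2, Tween 20, BSA; compound pin-delivered, 8-min ambient incubation, then luminescence read.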
IMPase Li cell: membrane-permeable IMPase blocker, potentiated with lithium | CHO-M1 cells, IP1 TR-FRET (IP-One), carbachol + lithium | Potency, µM (titrated, usually from 59.4 µM), for the others: at the highest dose activity, negative = IMPase inhibition, actives largely listed as inhibitors | hit rate 0.35% among 210,000 | AID 1457;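 also: IP1 builds up when IMPase is blocked and the TR-FRET signal falls; potency is read from the fitted curve at half-maximal effect; plate controls were basal vehicle for no effect and high inhibitor control for full effect; nearly all actives have a fitted effect of over 50% in size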
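Steps: plate 2000 CHO-M1 cells per well and culture 16–30 h; add compound and lithium; incubate 30 min, 37C; add d2-IP1 tracer and Eu cryptate anti-IP1 antibody in lysis buffer; read after 10 min at room temperature.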
NPSR antag: neuropeptide S receptor (human) antagonism, cAMP | Q6W5P4 | CHO-NPSR cells, cAMP TR-FRET, antagonist mode | Potency, µM (doses to about 38.3 µM), for the others: top-dose activity change, negative = inhibition, usual class: inhibitors | hit rate 1% among 220,000; also: potency is read from the fitted curve at half-maximal effect; % is scaled to controls: 0 for no effect and ±100 for the full control effect; nearly all actives have a fitted effect of over 50% in size; many of its hits are not listed in these tables
Target sequence (Q6W5P4 whole entry, looked up): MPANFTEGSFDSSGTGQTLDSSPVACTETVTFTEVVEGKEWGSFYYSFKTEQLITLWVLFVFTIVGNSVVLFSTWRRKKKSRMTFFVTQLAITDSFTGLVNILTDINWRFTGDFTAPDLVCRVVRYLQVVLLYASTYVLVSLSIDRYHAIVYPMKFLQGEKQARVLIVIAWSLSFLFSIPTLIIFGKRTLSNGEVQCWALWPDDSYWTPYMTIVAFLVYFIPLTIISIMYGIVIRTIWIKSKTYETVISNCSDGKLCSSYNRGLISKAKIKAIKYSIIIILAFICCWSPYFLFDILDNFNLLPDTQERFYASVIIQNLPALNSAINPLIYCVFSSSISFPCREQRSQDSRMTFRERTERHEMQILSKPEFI
HTT aggregate: mutant huntingtin aggregation inhibition; PC12 HttQ103-GFP aggregates, Acumen cytometry, 40 h; Potency, µM (highest dose often 46.1 µM), for the others: at the top dose activity change, negative = inhibition, usual class: inhibitors; hit rate 1.1% among 220,000; also: potency is read from the fitted curve at half-maximal effect; % is scaled to controls: 0 for no effect and ±100 for the full control effect; nearly all actives have a fitted effect of over 60% in size
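Compounds (qHTS titration) were added to PC12 cells expressing an ecdysone-driven HTT exon 1 Q103–GFP fusion after induction with 100 nM tebufenozide. Aggregate formation was measured as GFP objects in cell lysates.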
Numbers without * were called inactive; ? = inconclusive; . = no result given; & = joins results of further samples; [ ] = another dose, or the depositor's remark. Unless noted, calls follow the shape of the dose curve; as a rule, active = well fitted curve in the direction sought with a large enough effect; inconclusive = small, poorly fitted or top-dose-only effect, or another doubt; inactive = no such curve, though single readings can be large; an effect the other way counts as inactive or inconclusive.

Results follow in this order: KinaseGlo FLuc, IMPase Li cell, Epigenetic derep, LMNA splice mod, CBFb RUNX1 block, NPSR antag, HTT aggregate
1	CCc1nnc(NC(=O)C2Cc3ccccc3CN2S(=O)(=O)CC)s1 (configuration not stated)
    1%, -4%, -0.8%, 6%[9.22 µM], 24%, 5%, -6%
2	C=CCOCCN(CCOCC=C)C1=NS(=O)(=O)c2ccccc21
    -1%, 3%, -0.1%, ., -1%, 17%, 2%[9.22 µM]
3	Cc1cccc(Cn2c(SCC(=O)Nc3ccccc3)nc3c2c(=O)[nH]c(=O)n3C)c1
    2%, 28%[38.3 µM], -0.8%, ?, 4%, -14%[46.1 µM], -9%
4	O=C(Cn1nnc(-c2ccc(F)cc2)n1)Nc1ccc2c(c1)OCCO2
    0%, 8%, 0.1%, ?, 14%, 8%, 6%
5	CC(=O)N(c1cccc(Br)c1)C1C=CS(=O)(=O)C1 (configuration not stated)
    4%, -2%[38.3 µM], 0.9%, 4%, 1%, 2%[46.1 µM], 0%
6	CCCCn1c(CNC(=O)c2cccs2)nc2ccccc21
    0%, 4%, 0.0%, -5%, 4%, -18%[46.1 µM], -10%
7	Cc1ccc(CN2CC(C(=O)Nc3nnc(SCc4c(Cl)cccc4Cl)s3)CC2=O)cc1 (configuration not stated)
    ., ., -0.9%, ?, -21%, -27%[46.1 µM], -7%
8	COc1cc(NC(=O)c2cnn3c(C)cc(C)nc23)c(OC)cc1Cl
    7%, 4%, -3.3%, -5%, 13%, -15%[46.1 µM], -28%
9	Clc1ccc(-n2ncc3c(NCc4ccccn4)ncnc32)cc1
    -6%, 8%[38.3 µM], -2.3%, ?, 4%, -20%[46.1 µM], -26%
10	CCCC[C@@H]1C[C@H]1C(NC(=O)c1ccccc1)c1ccc(-c2ccccc2)cc1 (some centres not stated)
    -7%, -4%, 2.9%, ., 2%, ., .
11	O=C(/C=C/c1ccc(Cl)c([N+](=O)[O-])c1)c1cccnc1
    2%, 13%, ?, ?, -5%, -15%, -3%
12	CCC(C)NC(=O)COC(=O)c1csc2c1CCCC2 (configuration not stated)
    -2%, -5%, 2.0%, 3%, -6%, 0%, 19%
13	CC1CN(C(=O)c2cccs2)CCN1C(=O)c1cccs1 (configuration not stated)
    0%, -12%[38.3 µM], 0.7%, ?, 3%, -7%[46.1 µM], -16%
14	CCCN1C/C(=C/c2cccc([N+](=O)[O-])c2)C(=O)/C(=C/c2cccc([N+](=O)[O-])c2)C1
    -4%, -23%[38.3 µM], ?, 3%, -13%, -27%[46.1 µM], 22%
15	CC(C)CNC(=O)c1cc(-c2ccc(Cl)c(Cl)c2)on1
    -5%, 10%[38.3 µM], 2.9%, ?, 14%, 1%[46.1 µM], 18%
16	COc1ccccc1S(=O)(=O)Cc1ccc(C(=O)NCCN2CCCC2)o1
    -4%, 31%[activator][38.3 µM], -1.5%, -3%, 5%, -11%[46.1 µM], 1%
17	CCCCC(=O)NC(=S)Nc1ccccc1C(=O)Nc1ccccc1
    -8%, -7%[38.3 µM], 0.0%, 2%, -1%, 2%[46.1 µM], 10%
18	COc1c(Cl)ccc(Cl)c1C(=O)NC(=S)N1CCOCC1
    1%, 1%, -1.2%, 21%[46 µM], 5%, 2%, 15%
19	COC(=O)[C@@]1(Cc2ccccc2)[C@@H]2[C@@H](CC(=O)[C@H]2CC(=O)C(=O)N(C)C)CN1C(=O)c1ccccc1
    0%, 1%, 1.7%, ., 4%, ., .
20	COc1ccc(S(=O)(=O)N2Cc3ccccc3CC2C(=O)O)cc1OC (configuration not stated)
    2%, -2%[38.3 µM], -2.7%, -6%, -4%, 4%[46.1 µM], 8%
21	COc1ccc(C(=O)N2CCOCC2)cc1Br
    3%, 22%[38.3 µM], 0.0%, -9%, 9%, -6%[46.1 µM], 2%
22	CCC(=O)NC(=S)Nc1ccc(N2CCOCC2)cc1
    -1%, -6%, 6.8%, ., 7%, 3%, 14%
23	Cc1ccc(C)c(OCCSc2nnc(C)c(=O)[nH]2)c1
    -1%, 0%, -3.0%, ?, 3%, -9%, -4%
24	Cc1ccc(OCc2cnc(Cl)s2)c(C)c1
    -1%, -4%, 4.3%, ., 7%, -25%, -5%
25	Cc1cnc(NC(=O)c2c(O)c3cccc4c3n(c2=O)CCC4)s1
    0%, -8%[38.3 µM], 0.7%, 5%, 20%, -20%[46.1 µM], 1%
26	CCOc1nc2ccccc2cc1C=O
    1%, -4%, -2.7%, -23%[46 µM], 8%, 2%, -2%[9.22 µM]
27	O=C(Nc1ccc(Cl)cc1)/C(=C1\CCCN1)[N+](=O)[O-]
    ., ., 1.3%, ., 4%, -28%, 6%[9.22 µM]
28	Cc1cc(=O)oc(C)c1C(=O)Nc1ccc2ncccc2c1
    -3%, 29%[38.3 µM], 0.7%, -6%, 2%, -13%[46.1 µM], -6%
29	CNC(=S)N/N=C/c1ccccc1OCC(=O)O
    ., ., 0.1%, ., -2%, 10%, -1%[9.22 µM]
30	CC(C)CCn1c(Oc2ccc(Cl)cc2)nc2c1c(=O)n(C)c(=O)n2C
    16%, 14%[38.3 µM], 0.0%, -5%, 7%, ?, -17%

Next section; the last five above are carried over.
Results follow in this order: KinaseGlo FLuc, IMPase Li cell, Epigenetic derep, LMNA splice mod, CBFb RUNX1 block, NPSR antag, HTT aggregate
26	CCOc1nc2ccccc2cc1C=O
    1%, -4%, -2.7%, -23%[46 µM], 8%, 2%, -2%[9.22 µM]
27	O=C(Nc1ccc(Cl)cc1)/C(=C1\CCCN1)[N+](=O)[O-]
    ., ., 1.3%, ., 4%, -28%, 6%[9.22 µM]
28	Cc1cc(=O)oc(C)c1C(=O)Nc1ccc2ncccc2c1
    -3%, 29%[38.3 µM], 0.7%, -6%, 2%, -13%[46.1 µM], -6%
29	CNC(=S)N/N=C/c1ccccc1OCC(=O)O
    ., ., 0.1%, ., -2%, 10%, -1%[9.22 µM]
30	CC(C)CCn1c(Oc2ccc(Cl)cc2)nc2c1c(=O)n(C)c(=O)n2C
    16%, 14%[38.3 µM], 0.0%, -5%, 7%, ?, -17%
31	O=C(O)c1ccc(S(=O)(=O)N(Cl)Cl)cc1
    -2%, 6%&-5%, -1.3%, ., 8%, ., 30%
32	Cc1ccc(-c2cc(N)on2)cc1
    ., ., 0.1%, -16%, -5%, 7%[46.1 µM], -8%
33	Cc1nc2c(-c3ccccc3)c[nH]n2c(=O)c1Cc1ccccc1
    -1%, -4%, 2.1%, ., 0%, 3%, 7.1µM*
34	COc1ccc(C2CC(=O)C=C(NCc3ccccc3)C2)cc1 (configuration not stated)
    ., ., 3.7%, ., 4%, 12%, -15%[9.22 µM]
35	O=C(CCn1nc(-c2ccc(Cl)cc2)ccc1=O)NCCCN1CCCCCC1
    0%, 4%[38.3 µM], -0.7%, -2%, 3%, -20%[46.1 µM], -6%
36	COCCCn1cnnc1SCc1nc2sc(C(C)=O)c(C)c2c(=O)[nH]1
    ., ., -1.2%, ., 11%, -6%, -3%[9.22 µM]
37	CCn1ccc(C(=O)Oc2ccc(C(C)C)cc2)n1
    0%, 9%, 0.0%, -12%, 15%, 0%[46.1 µM], 7%
38	CCSc1nnc(-c2cccnc2)n1-c1ccc(C)c(Cl)c1
    14%, 29%[38.3 µM], -0.3%, 0%, -6%, -17%[46.1 µM], 26%
39	C1=C(CCNCC2CC2)CCCC1
    -2%, 25%[38.3 µM], -6.9%, 8%, -2%, 1%[46.1 µM], 17%
40	O=C(N/N=C/c1ccc([N+](=O)[O-])cc1)c1cnccn1
    ., ., 1.0%, ., 9%, 5%, -25%[9.22 µM]
41	Cc1ccc(NCc2nc3ccccc3n2C)cc1
    ?, 19%[38.3 µM], 3.6%, 4%, 4%, -5%[46.1 µM], 2%
42	O=C(/C=C\c1ccco1)Oc1cccc2cccnc12
    0%, 3%, 8.5%, ?, -28%, -10%, -28%
43	CCC(=O)NC(c1ccco1)c1cc(Cl)c2cccnc2c1O (configuration not stated)
    -4%, 13%, ?, ?, ?, -15%, -35%[9.22 µM]
44	C[C@@H]1C=C(C(=O)N2CCN(C)CC2)O[C@H](OCc2ccc(CO)cc2)C1
    ., -5%, 0.7%, ., 4%, 11%, 3%[9.22 µM]
45	Cc1ccc(S(=O)(=O)N(C)C)cc1NC(=O)COC(=O)CCC(=O)c1ccc(F)cc1
    ., ., -0.9%, -10%, 1%, -24%[46.1 µM], -10%
46	Cn1c(Cc2cccc3ccccc23)nnc1SCC(=O)N1CCN(c2cccc(Cl)c2)CC1
    17%, 27%[38.3 µM], 0.5%, ?, -19%, -25%[46.1 µM], ?
47	COc1ccc(N=C2SC(CC(=O)Nc3ccccc3)C(=O)N2Cc2ccccn2)cc1 (configuration not stated)
    0%, 6%, -1.4%, ?, 15%, -47%, 9%
48	CN(Cc1cnccn1)Cc1ccccc1OCC(O)CN1CCc2ccccc2C1 (configuration not stated)
    0%, 19%, 1.4%, 0%[46 µM], 8%, -10%, 2%[9.22 µM]
49	COc1cccc(/C=N/n2nnnc2N)c1O
    ., ., 1.7%, ., 9%, 26%, -2%[9.22 µM]
50	Cc1cc(C)nc(SCCCn2c(=O)[nH]c3ccccc32)n1
    0%, -8%[38.3 µM], -0.2%, 11%, 1%, -14%[46.1 µM], -4%[9.22 µM]
51	CC(=O)Cc1nsc(Nc2ccc(F)cc2)n1
    0%, 2%, -4.4%, -8%[46 µM], -2%, 3%, -14%
52	CCCN(C(=O)c1cccs1)c1nnc(-c2ccncc2)s1
    -1%, 2%[38.3 µM], 0.0%, 0%, 0%, -15%[46.1 µM], 10%
53	Cc1cccn2c(CNCCCOc3cccnc3)c(C(=O)N3CCOCC3)nc12
    -3%, 7%, 0.0%, ., 10%, -17%, -16%[9.22 µM]
54	Cc1cccc(NC(=O)c2ccc(Cl)c(NC(=O)c3ccncc3)c2)c1C
    -3%, 5%, 0.1%, -11%[46 µM], 9%, 7%, 14%[9.22 µM]
55	CCNc1nc(NC(C)C)nc(Oc2ccc(=O)n(C)n2)n1
    ., -1%, 2.4%, ., 10%, -23%, 12%[9.22 µM]

These rows are one share of the data (hit frequency here may not be typical).
